Screening data (PubChem)
Ins promoter up: MIN6 insulin promoter up-regulation; MIN6 insulin promoter-GFP reporter, high-content imaging; hits give high values; z-score at 5 µM; hit rate 0.3% among 190,000; AID 1625;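 active means z-score above 3 at 5 µM with at least 500 cells counted in the well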
MT stabilize HCS: microtubule stabilizers in HeLa cells. HeLa tubulin immunostaining HCS, 24 h; share of cells brighter than vehicle mean+2SD. % tubulin-high responders, % at 10 µM. hit rate 0.83% among 200,000. AID 2205;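 active means plate Z-score above 3 for both tubulin-high and condensed-nucleus cell shares, with cell loss under 80%, at 10 µM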;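 further: anti alpha tubulin signal scored within the nucleus-defined area of each cell; some results filed as inactive read as strong as hits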
UTI89 phage lysis: protection from phage-mediated lysis, alamar blue read-out – E. coli UTI89, K1F phage, bacterial capsule biogenesis inhibitors (AID 488966). E. coli UTI89 K1F phage lysis, alamar blue, 2 h; higher % means a stronger effect. hit rate 0.02% among 340,000. inhibition, % at 100 µM; hits with a dose series show IC50 in µM;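 active means phage lysis inhibition, versus mean bacterial control, above a set limit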;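 further: capsule biogenesis inhibitors block K1F phage lysis so surviving cells raise fluorescence; higher fluorescence means more inhibition of phage lysis; actives were called in the ten point dose series up to 300 µM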
CSM14.1 death rescue: protection against thapsigargin-triggered cell killing – 384-well, CSM14.1, ATP luminescence, primary screen (AID 1222); 190,000 tested, under 10 active; CSM14.1 thapsigargin-induced death rescue, ATP luminescence; higher % means a stronger effect; one-dose cellular ATP content (survival), % at 20 µM; EC50 in µM for titrated hits;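 active means EC50 below 50 µM in the dose-response confirmation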;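 further: death triggered by thapsigargin at about 15 µM added after 2 h compound pretreatment; cell ATP read after overnight thapsigargin exposure of roughly 18 to 22 hours; normalized against plate controls of thapsigargin alone and 5% DMSO vehicle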
M17LAP inhibition: P. falciparum M17LAP inhibitors, primary screen, biochemical, fluorogenic H-Leu-NHMec substrate, 1536-well (AID 1619); recombinant M17LAP, H-Leu-NHMec fluorogenic kinetic assay; higher % means a stronger effect; one-dose inhibition, % at 30 µM; IC50 in µM for titrated hits; hit rate 0.38% among 220,000;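 active means compound inhibiting the enzyme by more than half at any dose during confirmatory dose-response retesting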;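 further: plate controls were full reaction with DMSO carrier for no effect and no enzyme background for full effect; strong numbers were not always called active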
Autophagy HCS: alters autophagy in cells. MEF GFP-LC3 puncta imaging; test concentration mostly 10 µM. calls only at 10 µM (by protocol). hit rate 0.98% among 190,000;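 active means percentage of spot-positive cells more than 3 SD above its plate mean, without a fluorescence outlier flag or 80% toxicity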;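 further: spot-positive cell cutoff set from DMSO-treated cells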
P. falciparum M1AAP: P. falciparum M1AAP inhibitors, biochemical, fluorogenic H-Leu-NHMec substrate, 1536-well (AID 1445). hit rate 0.42% among 220,000. recombinant M1AAP, H-Leu-NHMec fluorogenic kinetic assay; higher % means a stronger effect. inhibition, % at 30 µM; hits with a dose series show IC50 in µM;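 active means primary inhibition above the hit cutoff, then over 50% inhibition at one or more dose response concentrations, cut at about 23% in these data, passing the limit was not always enough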;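 further: plate controls were DMSO full reaction for no effect and no enzyme background for full effect; strong numbers were not always called active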
Dynein cargo inh: dynein cargo transport inhibition. 3617.4 mouse cells, GR-EGFP nuclear translocation imaging; test concentration mostly 20 µM; stimulated with dexamethasone, 1 µM; hits give low values. z-score, hits read low. hit rate 0.47% among 220,000. AID 1381;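 active means plate z-score of nuclear minus cytoplasmic receptor signal below a set negative limit, without overly bright fluorescence or cell loss, cut at about -3.5 in these data, passing the limit was not always enough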;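 further: z-score of nuclear minus cytoplasmic ring GR-EGFP intensity difference per well; some compounds called inactive have numbers as strong as hits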
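medium = tetracycline-free induction medium containing charcoal-stripped FBS | probe or stimulus = dexamethasone, 1.0 µM final | timing = 48 h induction, then 1 h compound, then 30 min agonist, 37 °C | detection = automated 10x imaging of fixed Hoechst-stained cells | read-out basis = nuclear versus cytoplasmic GR-EGFP signal, averaged per well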
bCat nuc transl: alters nuclear translocation of beta-catenin in HeLa cells. immunofluorescence imaging. nuclear translocation activity, % at 5 µM. hit rate 0.3% among 190,000. AID 1665;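 active means nuclear translocation activity above 50% at 5 µM, with a well cell count of 50 or more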;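 further: per-cell ratio of nuclear to cytoplasmic median beta-catenin stain intensity; plate controls were DMSO negative control for no effect and GSK-3 inhibitor IX positive control for full effect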
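Signal – beta-catenin immunofluorescence imaging with DAPI · Test system – human HeLa cell line · Dosing – 5 µM primary single dose, 0.1% DMSO, 0.02–20 µM confirmation series · Measure – % activation, nuclear-to-cytoplasmic median beta-catenin signal ratio per cell · Incubation – 24 h compound exposure at 37°C, 5% CO2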
Dynein cargo inh cytoplasmic EGFP: also measured in Dynein cargo inh; calls as there; z-score; measured here: cytoplasmic GR-EGFP intensity; hits give high values
Dynein cargo inh nuclear GR-EGFP: recorded beside Dynein cargo inh, whose call it bears; z-score; measured here: nuclear GR-EGFP intensity;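 lower value marks the stronger effect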
Dynein cargo inh cell count: recorded beside Dynein cargo inh, whose call it bears; z-score; measured here: cell count per field
Ins promoter up cell count: recorded beside Ins promoter up, whose call it bears; cell count; measured here: cytotoxicity, nuclei count;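 total cells summed across four imaged fields per well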
bCat nuc transl cell count 5 µM: further read-out of bCat nuc transl, marked with its call; cell count; measured here: cell count, cytotoxicity flag
MT stabilize HCS Hoechst-high %: second read-out of MT stabilize HCS, no call of its own (marks repeat the call); % Hoechst-high responders; measured here: nuclear condensation Hoechst responders;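 share of cells brighter than vehicle mean plus two SD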
MT stabilize HCS cytotoxicity %: also measured in MT stabilize HCS; calls as there; toxicity, %; measured here: cytotoxicity by cell density;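 0% = mean cell density of plate MIN control wells and 100% = no cells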
Autophagy HCS cell loss 18 h: second read-out of Autophagy HCS, no call of its own (marks repeat the call); toxicity, %; measured here: cell loss, nuclei count;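 cell loss after 18 h compound exposure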
* = called active by the depositor; i = inactive; . = no result given.

SMILES | Ins promoter up | Ins promoter up cell count | MT stabilize HCS | MT stabilize HCS Hoechst-high % | MT stabilize HCS cytotoxicity % | UTI89 phage lysis | CSM14.1 death rescue | M17LAP inhibition | Autophagy HCS | Autophagy HCS cell loss 18 h | P. falciparum M1AAP | Dynein cargo inh | Dynein cargo inh cytoplasmic EGFP | Dynein cargo inh nuclear GR-EGFP | Dynein cargo inh cell count | bCat nuc transl | bCat nuc transl cell count 5 µM
CC(=O)c1ccc(S(=O)(=O)N2CCCCC2C(=O)O)cc1 (stereo unspecified) | 0.52 | 1202 | 4.3 | 2.5 | 9.6 | 0.1% | 0.5% | 1% | i | 9 | 8% | 1.5 | -0.28 | 1 | -0.079 | 0.2 | 1050
CCCCN(Cc1ccccc1)C(=O)C1CCCN(S(=O)(=O)c2cnc[nH]2)C1 (stereo unspecified) | 2.1 | 926 | 2.6 | 3.0 | 5.6 | -3.3% | 0.1% | 13% | i | 2 | 4% | 1.6 | -0.055 | 1.2 | -1.1 | . | .
CCOc1cccc(-c2cc(-c3n[nH]c(=S)n3CC)c3ccccc3n2)c1 | 0.12 | 1544 | 2.0 | 1.0 | 10 | 1.2% | -2.4% | -12% | i | 14 | 10% | 1.1 | -0.17 | 1.3 | -0.89 | -3.2 | 1338
COC(=O)CCCC1=CC2=CC(=O)C(C)(OC(=O)c3cccs3)C(=O)C2=CN1CCCCO (stereo unspecified) | 2.6 | 687 | . | . | . | 2.2% | . | 7% | . | . | 1% | -0.14 | -0.8 | -0.02 | 0.051 | 1.4 | 1111
O=C(CCCOc1ccccc1)NCCc1nc2ccccc2[nH]1 | 0.18 | 1383 | 3.1 | 1.8 | 10 | -0.2% | -1.4% | -9% | i | 12 | 1% | 0.7 | 0.45 | 1.3 | -0.83 | -1.6 | 1042
COC(=O)c1ccc(-c2n[nH]c(=O)c3ccccc23)cc1 | . | . | 2.2 | 2.0 | 4.4 | 0.2% | 1.6% | -4% | i | 0 | 13% | -0.22 | -0.26 | -0.17 | -0.49 | -1.8 | 1164
CCOC(=O)C1CCCN(C(=O)CCc2ccccc2)C1 (stereo unspecified) | . | . | 3.0 | 2.1 | 5.3 | -0.1% | -1.3% | -16% | i | -7 | 4% | -0.19 | -0.24 | -0.13 | 0.91 | 1.9 | 1154
Cc1ccc(O)c(NC(=S)NC(=O)c2ccc(-c3ccc(Cl)cc3)o2)c1 | . | . | 2.1 | 1.2 | 9.3 | 0.0% | . | . | i | 7 | . | -0.94 | -0.2 | -0.011 | 0.58 | . | .
CC1Oc2ccccc2N(CC(=O)Nc2ccc3c(c2)OCCO3)C1=O (stereo unspecified) | -0.68 | 1220 | 4.3 | 2.0 | 3.1 | 2.6% | -1.2% | 15% | i | -6 | 9% | -0.91 | -0.32 | -0.22 | 0.26 | -0.6 | 1190
Cc1ccc(C(=O)N2CCCC(c3nc4c(nnn4Cc4ccccc4)c(=O)[nH]3)C2)cc1 (stereo unspecified) | 0.39 | 980 | 1.3 | 2.2 | 15 | 0.1% | . | 15% | i | -3 | 11% | 0.2 | -0.2 | 0.81 | 0.27 | 1.1 | 940
CCn1c2ccccc2c2cc(NC(=O)C(=O)N3CCOCC3)ccc21 | -0.11 | 1534 | 2.2 | 1.3 | 0.1 | -3.3% | 1.0% | . | i | 2 | . | -0.56 | -0.3 | -0.0039 | 1 | 4.4 | 991
CCOC(=O)Cc1nn(Cc2ccc(Cl)cc2)c(=O)c2ccccc12 | -2.3 | 1401 | 2.9 | 2.1 | 6.6 | 0.4% | . | 1% | i | 8 | 6% | 0.00082 | -0.31 | 0.32 | 0.72 | 0.0 | 1051

Next part, starting with the last 2 of the part before.
SMILES | Ins promoter up | Ins promoter up cell count | MT stabilize HCS | MT stabilize HCS Hoechst-high % | MT stabilize HCS cytotoxicity % | UTI89 phage lysis | CSM14.1 death rescue | M17LAP inhibition | Autophagy HCS | Autophagy HCS cell loss 18 h | P. falciparum M1AAP | Dynein cargo inh | Dynein cargo inh cytoplasmic EGFP | Dynein cargo inh nuclear GR-EGFP | Dynein cargo inh cell count | bCat nuc transl | bCat nuc transl cell count 5 µM
CCn1c2ccccc2c2cc(NC(=O)C(=O)N3CCOCC3)ccc21 | -0.11 | 1534 | 2.2 | 1.3 | 0.1 | -3.3% | 1.0% | . | i | 2 | . | -0.56 | -0.3 | -0.0039 | 1 | 4.4 | 991
CCOC(=O)Cc1nn(Cc2ccc(Cl)cc2)c(=O)c2ccccc12 | -2.3 | 1401 | 2.9 | 2.1 | 6.6 | 0.4% | . | 1% | i | 8 | 6% | 0.00082 | -0.31 | 0.32 | 0.72 | 0.0 | 1051
Cc1c(Cl)c([N+](=O)[O-])nn1CCCC(=O)Nc1sc2c(c1C(N)=O)CCC(C)C2 (stereo unspecified) | 0 | 1478 | 3.6 | 2.1 | 0.4 | 1.0% | -0.8% | 7% | i | 16 | 4% | 1.8 | -0.021 | 2.1 | -1.8 | -2.1 | 1081
O=C(NCCCn1ccnc1)c1ccc(Cl)cc1[N+](=O)[O-] | . | . | 1.0 | 0.7 | 1.3 | 0.3% | -2.5% | 6% | i | 21 | -2% | 0.14 | -0.24 | 0.31 | -0.48 | -0.2 | 1045
CCOC(=O)c1c(C)[nH]c(C(=O)CSc2nnnn2-c2ccccc2)c1C | -0.07 | 978 | 3.2 | 3.2 | 8.5 | 0.0% | 0.1% | 16% | i | 8 | 17% | -0.33 | -0.23 | 0.26 | 0.8 | -0.4 | 1115
N#CCC(=O)N/N=C/c1cc(-c2ccccc2)n(-c2ccc(Cl)cc2)c1-c1ccccc1 | -1.1 | 975 | 12 | 4.3 | 1.6 | . | -0.7% | 0% | i | 3 | 5% | -1.7 | -0.33 | -0.81 | 1.6 | -0.5 | 1031
CCN1CCN(CC(O)COc2cccc(OC)c2)CC1 (stereo unspecified) | -0.46 | 1407 | 1.1 | 2.5 | 7.8 | 0.4% | 0.2% | 4% | i | -10 | 3% | -1.2 | -0.13 | -0.53 | 1.9 | -3.0 | 972
O=C(NCc1ccco1)c1ccc(-c2csnn2)cc1 | -0.59 | 1407 | . | . | . | 0.8% | . | 9% | . | . | 13% | -0.56 | -0.0045 | -0.2 | 0.86 | -0.7 | 1109
COc1ccc(C2/C=C\CN(C(=O)C3CCCC3)CC(=O)N2Cc2ccc(F)cc2)cc1 (stereo unspecified) | . | . | . | . | . | 1.2% | . | 3% | . | . | -7% | 3.2 | -0.81 | 1.6 | -0.41 | -0.5 | 1006
CCOCCCNC(=O)C(c1ccccc1)N(Cc1ccc2c(c1)OCO2)C(=O)CNC(C)=O (stereo unspecified) | -0.46 | 1633 | 4.7 | 1.9 | 6.4 | 0.9% | -1.6% | -3% | i | 3 | 0% | -0.42 | -0.29 | -0.15 | 0.95 | -0.3 | 1023
CCc1nc(N)nc2c1C(=O)CC(C)(C)C2 | . | . | 4.8 | 1.7 | 3.1 | 0.6% | -1.4% | 5% | i | 15 | 8% | -0.36 | -0.22 | 0.027 | 0.67 | -3.0 | 998
Cc1cc(NC(=O)CSc2nc3c([nH]c4ccccc43)c(=O)n2-c2cccc(C(F)(F)F)c2)no1 | -1.2 | 846 | 3.8 | 1.1 | 1.9 | 0.5% | -1.5% | 5% | i | 8 | 2% | 0.82 | -0.17 | 0.57 | 1.1 | -1.7 | 1252
CCCCNc1c(N)n(CCC)c(=O)[nH]c1=O | -0.66 | 1253 | 4.4 | 3.1 | 6.1 | -0.1% | 1.4% | -4% | i | 5 | 0% | -0.85 | -0.013 | -0.0067 | 0.33 | -1.6 | 1127
COCC(=O)Nc1ccccc1C(=O)NC(C)C | 1.2 | 1046 | 1.9 | 0.0 | 18 | 1.3% | . | 2% | i | 8 | -8% | 4.5 | -0.053 | 3.8 | -3.2 | -0.6 | 990
CCOc1ccc(C(=O)COc2ccc(NC(C)=O)cc2)cc1 | 0.47 | 885 | 1.6 | 1.1 | 8.0 | -0.1% | -1.5% | 5% | i | -3 | 15% | -1 | -0.23 | -0.38 | 0.76 | . | .
COc1ccc(OC)c(C2C(C(=O)c3cccs3)=C(O)C(=O)N2c2cc(C)on2)c1 (stereo unspecified) | 0.91 | 1266 | 3.4 | 1.6 | 6.3 | 10% | -2.5% | 19% | i | 0 | 10% | 0.27 | -0.22 | 0.48 | -0.32 | . | .
CCC(=O)NC(c1ccccc1)c1c(OC(C)=O)ccc2ccccc12 (stereo unspecified) | 0.03 | 1439 | 1.1 | 2.0 | 5.1 | -0.2% | 0.7% | . | i | 2 | . | -0.28 | -0.33 | 0.059 | 1 | 0.2 | 950
CCN1CCN(Cc2c(OC)ccc3ccccc23)CC1 | -0.26 | 1345 | 3.8 | 1.9 | 3.2 | 11% | . | -4% | i | 5 | -11% | 0.046 | -0.2 | 0.39 | 0.16 | . | .
CCOC(=O)c1c(NC(=O)c2ccc(N3CCOCC3)c([N+](=O)[O-])c2)sc(C)c1C | 0.26 | 1530 | 0.4 | 1.6 | 10 | . | 2.2% | -2% | i | 6 | 3% | -0.62 | -0.2 | -0.52 | 0.95 | -0.4 | 1304
O=C(Nc1nccs1)c1ccc(S(=O)(=O)N2CCOCC2)cc1 | 0.32 | 1527 | 2.2 | 2.0 | 6.3 | 0.1% | -0.2% | 7% | i | -14 | 6% | -0.0054 | -0.33 | 0.56 | 0.048 | -0.5 | 999
Nn1c(SCc2cccc3ccccc23)nnc1-c1ccco1 | -0.41 | 1370 | 1.8 | 2.0 | 6.0 | 0.7% | -0.4% | 0% | i | 10 | 2% | -0.36 | -0.26 | -0.063 | 1.4 | 3.3 | 1392
